uPA surface inh – cell surface uPA generation inhibition; cell surface uPA generation assay, qHTS; 330,000 compounds, 0.31% hits; Potency, µM (top dose mostly 38.3 µM), for inactives: top-dose activity change, negative = inhibition, hits mostly inhibitors; active = well fitted inhibition curve with a large enough effect; inconclusive = small, poorly fitted or top-dose-only effect; inactive = no such curve, though single readings can be large or run the other way; tested in mouse RAW 264.7 cells; also: % is scaled to controls: 0 for no effect and ±100 for the full control effect; nearly all actives have a fitted effect of over 55% in size
NPC1 promoter act – NPC1 promoter activation; Huh7 NPC1 promoter luciferase reporter, 24 h; Potency, µM (highest dose often 9.22 µM), inactives show at the top dose activation, hits mostly activators; 320,000 compounds, 2.4% hits; AID 485313;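 also: % of control where 0% means no effect; nearly all actives have a fitted effect of over 60% in size; reporter is driven by a mutant NPC1 promoter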
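Compounds in DMSO were transferred onto Huh7 NPC1-luciferase reporter cells pre-incubated 2 h; after 24 h at 37 °C, Amplite reagent was dispensed and luminescence recorded 10 min later.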
MBNL1-CUG inh – inhibitors of human MBNL1 binding to CUG repeat RNA; 280,000 compounds, 0.036% hits; AID 2675; TR-FRET MBNL1-His/biotin-(CUG)12 binding, 665/545 ratio; Potency, µM (titrated, usually from 57.5 µM), inactives show at the highest dose activity change, negative = inhibition, usual class: inhibitors; Q9NR56; active = well fitted inhibition curve with a large enough effect in the signal ratio, with a control signal flat, not every such curve was filed as active; inconclusive = small, poorly fitted or top-dose-only effect, or effect the other way, or a change in a side signal; inactive = no such curve, though single readings can be large or run the other way; the % refers to the signal ratio; also: % is scaled to controls: 0 for no effect and ±100 for the full control effect
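Compounds (final 92 nM to 58 uM) are added to His-tagged MBNL1 and biotin-(CUG)12, then terbium anti-His antibody and streptavidin-XL665 (5 nM final). After 60 min at room temperature, the 665/545 nm ratio is read.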
ELG1 genotox – inducers of genotoxicity in HEK293T ELG1-luciferase cells; HEK293T ELG1-luciferase reporter, luminescence, 16 h; Potency, µM (top dose mostly 46 µM), for inactives: at the highest dose activity change, positive = activation, usual class: activators; AID 504466; 330,000 compounds, 1.3% hits; also: % of control where 0% means no effect; nearly all actives have a fitted effect of over 60% in size
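Step 1: seed 2,000 HEK293T ELG1-luciferase cells per well. Step 2: add compound or DMSO, incubate 16 hr at 37 °C. Step 3: ONE-Glo, 30 min at room temperature, read luminescence.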
Rab9 prom act – activates the Rab9 promoter; Huh7 Rab9 promoter-luciferase reporter, luminescence, 24 h; Potency, µM (highest dose often 9.22 µM), for inactives: at the top dose activation, negative = inhibition, usual class: activators; 320,000 compounds, 2.8% hits; also: % of control where 0% means no effect; nearly all actives have a fitted effect of over 60% in size
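Stable Rab9-luc Huh7, 1500 cells/well, 2 h settle; cmpd in DMSO, 24 h, 37 °C/5% CO2; luciferase reagent 10 min RT; luminescence.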
BRCA1 expr act – BRCA1 expression activation; MCF7-BRCA1-FFLuc reporter, luminescence, 48 h; response scale: scaled: vehicle 0%, 10 µM genistein 100%; Potency, µM (series often up to 46.1 µM), for the others: at the highest dose activation, hits mostly activators; 380,000 compounds, 1.1% hits; AID 624202; also: nearly all actives have a fitted effect of over 80% in size; some results filed as inactive show a strong effect at the top dose
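Quantitative HTS in MCF7 cells stably reporting BRCA1 expression via firefly luciferase. Compound treatment lasts 48 h at 37 °C in phenol-red free MEM. Activation is expressed relative to genistein at 10 microM and DMSO.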
p53 reactivator – mutant p53 re-activation in reporter cells. H1299 p53-A138V BP100-luciferase reporter, luminescence, 24 h. Potency, µM (doses to about 92.2 µM), without a hit: at the top dose activity change, positive = activation, most hits filed as activators. 320,000 compounds, 0.063% hits; also: % of control where 0% means no effect; nearly all actives have a fitted effect of over 45% in size
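H1299 (p53-null), stable ts p53-A138V + BP100-Luc; 1000 cells/well, Opti-MEM/10% FBS; cpd 4 pt, 1:5; 24 h, 37 deg C, 5% CO2; detection reagent 10 min RT; luminescence.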
RORgamma inh – inhibitors of mouse ROR gamma transcriptional activity | AID 2551 | 310,000 compounds, 5.4% hits | Potency, µM (titrated, usually from 53.6 µM), for inactives: top-dose activity change, negative = inhibition, usual class: inhibitors | P51450 | Drosophila S2 Gal4-RORgamma UAS-luciferase reporter, 20 h; also: % is scaled to controls: 0 for no effect and ±100 for the full control effect; nearly all actives have a fitted effect of over 60% in size
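In this cell-based reporter format, copper sulfate (700 uM final) drives Gal4–ROR gamma fusion expression from a metallothionein promoter in Drosophila Schneider cells; compounds preincubated 1 hr, reporter read after 20 hr at ambient temperature.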
FLuc modulator – counter-screen for miR-21 project: firefly luciferase inhibitors or activators; Potency, µM (doses to about 57.5 µM), inactives show at the top dose activity change, negative = inhibition, hits mostly inhibitors; AID 588342; purified FLuc, Km substrates, luminescence inhibition; 360,000 compounds, 6.9% hits;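 also: plate controls were vehicle for no effect and reference inhibitor for full effect; nearly all actives have a fitted effect of over 55% in size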
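Biochemical qHTS of compounds, final roughly 60 µM downward over six points, against 10 nM purified firefly luciferase using Km concentrations of substrates (10 uM D-luciferin, 10 uM ATP) in Tris acetate pH 7.5 buffer; luminescence output.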
VP16 counter – inhibits Gal4-VP16 luciferase reporter, ROR gamma counter-screen; 310,000 compounds, 3.5% hits; AID 2546; Potency, µM (top dose mostly 53.6 µM), without a hit: at the highest dose activity, negative = inhibition, hits mostly inhibitors; Drosophila S2 Gal4-VP16 UAS-luciferase, luminescence, 20 h;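 also: Gal4-VP16 expression switched on by copper sulfate through the metallothionein promoter; % is scaled to controls: 0 for no effect and ±100 for the full control effect; nearly all actives have a fitted effect of over 50% in size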
CXXC DNA block – blocks binding of human MLL CXXC domain to DNA; Q03164; MLL-CXXC / FITC-HOXA9 DNA fluorescence polarization; Potency, µM (doses to about 115 µM), without a hit: at the highest dose activity change, negative = inhibition, usual class: inhibitors; 290,000 compounds, 0.037% hits; AID 2662; active = well fitted inhibition curve with a large enough effect in the polarisation, with a control signal flat, not every such curve was filed as active; inconclusive = small, poorly fitted or top-dose-only effect, or effect the other way, or a change in a side signal; inactive = no such curve, though single readings can be large or run the other way; the % refers to the polarisation
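Steps: dispense CXXC domain solution (7 uM) → pin compounds or unlabeled HOX-A9 DNA control → 5 min ambient → add FLSN-HOX-A9 solution (50 nM) → spin → 30 min ambient → fluorescence polarization. Tris pH 7.5/NaCl/DTT/BSA buffer.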
* marks the source's active call; other numbers are inactive results; ? = inconclusive; nt = no result given; [ ] = dose if it differs, or a comment. Unless noted, calls follow the shape of the dose curve; as a rule, active = well fitted curve in the direction sought with a large enough effect; inconclusive = small, poorly fitted or top-dose-only effect, or another doubt; inactive = no such curve, though single readings can be large; an effect the other way counts as inactive or inconclusive. Potency is read from the fitted curve at half-maximal effect.

SMILES	uPA surface inh	NPC1 promoter act	MBNL1-CUG inh	ELG1 genotox	Rab9 prom act	BRCA1 expr act	p53 reactivator	RORgamma inh	FLuc modulator	VP16 counter	CXXC DNA block
O=C(Nc1ccccc1C(=O)Nc1ccc(Br)cn1)c1cccc([N+](=O)[O-])c1	24%	-4%	12%	0%	6%	-18%	22%	17%	-3%	-5%	30%[activator]
CC1Cc2ccccc2N1S(=O)(=O)c1cccc(C(=O)N2Cc3ccccc3CC2C(N)=O)c1 (configuration not stated)	?	1%	nt	0%	1%	-29%	-7%	nt	-1%	nt	nt
O=C(NC(CO)c1ccccc1)c1ccco1 (configuration not stated)	2%	9%	0%	-1%	0%	29%	-1%	-11%	0%	4%	0%
COc1ccc(C(=O)Nc2ccc(NC(C)=O)cc2)cc1S(=O)(=O)N1CCCCC1C (configuration not stated)	-19%	1%	nt	6%	2%	-24%	-6%	nt	4%	nt	nt
CC(=O)c1c(C)nc2ccc(Br)cc2c1-c1ccccc1	-2%	-1%	0%	-14%	3%	-28%	-8%	5%	?	-7%	25%
CCOc1cc(NC(=S)Nc2ccccc2)c(OCC)cc1NC(=O)c1ccccc1	9%	0%	-5%	-9%	1%	-30%	4%	1.8µM*	-7%	10µM*	8%
O=C(O)CSC(C(=O)Nc1ccc(Br)cc1)c1ccc(Cl)cc1 (configuration not stated)	-4%	0%	-1%	-5%	1%	-3%	-2%	0%	-17%	-14%	0%
O=C(c1ccc(F)cc1)C1CCN(C(=O)c2ccncc2)CC1	nt	-7%	-1%	0%	4%	5%	15%	-6%	-2%	-9%	7%
CCOc1cc(C(=O)Nc2nnc(CC)s2)ccc1OCC(=O)N1CCOCC1	5%	8%	-9%	0%	-10%	-12%	-18%	16%	-1%	-1%	2%
CC(OC(=O)CC1CC2CCC1C2)C(=O)Nc1ccc(N2CCOCC2)cc1 (configuration not stated)	18%	-2%	2%	5%	-10%	16%	-3%	16%	0%	2%	6%
Cc1ccc(C(=O)N2CCN(c3ccccc3O)CC2)cc1S(=O)(=O)N1CCCCC1	1%	0%	nt	-2%	-6%	-15%	-8%	nt	-2%	nt	nt
O=C(NCCCN1CCOCC1)c1cccc(S(=O)(=O)Nc2ccccc2Cl)c1	3%	0%	-1%	-2%	12%	-26%	-7%	-12%	-3%	2%	9%
CC1CCN(C(=O)COC(=O)CNC(=O)C23CC4CC(CC(C4)C2)C3)CC1	14%	1%	nt	-3%	1%	6%	-1%	nt	0%	nt	nt
O=C(CNC(=O)c1ccc(F)cc1)N/N=C/c1cc(Br)ccc1OCc1ccccc1	9%	-3%	nt	-6%	-5%	16%	12%	22%	2%	-6%	-2%
CCOC(=O)/C(=N\O)C1=NC(C)(C)Cc2ccccc21	2%	-2%	-18%	-1%	-5%	5%	6%	-10%	-6%	-7%	-6%
CCOc1ccc2ccccc2c1C(=O)Nc1cc(=O)n(C)c(=O)n1C	7%	-1%	34%[activator]	2%	-2%	-19%	3%	4%	1%	1%	4%
O=S(=O)(NCc1ccc2c(c1)OCO2)c1ccc2c(c1)oc1ccccc12	-3%	-4%	0%	-1%	-7%	-3%	3%	6%	-3%	0%	-3%
Cc1ccc(NC(=O)c2cccs2)cc1NC(=O)c1ccccc1Cl	-1%	1%	14%	5%	-5%	-42%	5%	-17%	-1%	-4%	5%
CC1CCCCN1CCNS(=O)(=O)c1ccc2c(c1)oc(=O)n2C (configuration not stated)	3%	0%	-4%	-6%	0%	-1%	3%	-19%[0.365 µM]	5%	nt	5%
COc1ccc([N+](=O)[O-])cc1NC(=O)c1ccc(CN(c2ccccc2)S(C)(=O)=O)cc1	2%	-6%	21%	0%	-8%	-30%	-1%	-12%	0%	9%	1%
COc1cccc(NC(=O)C2CCN(S(=O)(=O)c3ccc4c(c3)NC(=O)C(C)S4)CC2)c1 (configuration not stated)	-1%	-4%	-1%	-8%	-6%	-39%	-2%	?	0%	?	27%
COc1cccc(CN2c3ccc(Br)cc3C(=O)CS2(=O)=O)c1	-9%	-4%	nt	-2%	1%	6%	?	nt	-3%	nt	nt
COc1ccc(C(=O)OCC#CCSc2nnc(-c3cccc4ccccc34)o2)cc1	15%	16%	nt	0%	0%	15%	0%	nt	8%	nt	nt
Cc1ccc(CNC(=O)Cn2ccc3cc(S(=O)(=O)N4CCCCCC4)ccc32)cc1	?	?	2%	-6%	-4%	-33%	-2%	43%	?	14%	11%
CNC(=O)c1ccsc1NC(=O)CCS(=O)(=O)c1ccccc1	-8%	-7%	?	-3%	3%	-20%	4%	26%	6%	-13%	1%
CC(C)C[C@@H](CO)N1CCN(Cc2ccc(O)cc2)CCC1=O	-6%	-2%	-3%	3%	3%	21%	nt	4%	0%	2%	22%
O=C1c2ccc(Oc3ccc([N+](=O)[O-])cc3)cc2C(=O)N1CCCO	0%	1%	?	-6%	1%	-14%	-7%	?	1%	-6%	-20%
COc1cccc(NC(=O)CSc2ccc3nnc(-c4ccccn4)n3n2)c1	7%	0%	2%	-2%	10%	-4%	-9%	-17%	4%	-3%	17%
O=c1cc(CSc2nc3ccccc3[nH]2)c2ccccc2[nH]1	nt	0%	-3%	13%	26%	32%	6%	-27%	-21%	2%	19%
CN(C)CCN=Cc1c(O)n(Cc2ccc3c(c2)OCO3)c(=O)c2ccccc12	9%	-4%	10%	2%	-7%	27%	9%	?	3%	-9%	6%

An excerpt from above in order of length of the SMILES, low to high.
SMILES	uPA surface inh	NPC1 promoter act	MBNL1-CUG inh	ELG1 genotox	Rab9 prom act	BRCA1 expr act	p53 reactivator	RORgamma inh	FLuc modulator	VP16 counter	CXXC DNA block
O=c1cc(CSc2nc3ccccc3[nH]2)c2ccccc2[nH]1	nt	0%	-3%	13%	26%	32%	6%	-27%	-21%	2%	19%
COc1cccc(CN2c3ccc(Br)cc3C(=O)CS2(=O)=O)c1	-9%	-4%	nt	-2%	1%	6%	?	nt	-3%	nt	nt
CCOc1ccc2ccccc2c1C(=O)Nc1cc(=O)n(C)c(=O)n1C	7%	-1%	34%[activator]	2%	-2%	-19%	3%	4%	1%	1%	4%
COc1cccc(NC(=O)CSc2ccc3nnc(-c4ccccn4)n3n2)c1	7%	0%	2%	-2%	10%	-4%	-9%	-17%	4%	-3%	17%
O=C1c2ccc(Oc3ccc([N+](=O)[O-])cc3)cc2C(=O)N1CCCO	0%	1%	?	-6%	1%	-14%	-7%	?	1%	-6%	-20%
COc1ccc([N+](=O)[O-])cc1NC(=O)c1ccc(CN(c2ccccc2)S(C)(=O)=O)cc1	2%	-6%	21%	0%	-8%	-30%	-1%	-12%	0%	9%	1%

Remaining list, next part.
SMILES	uPA surface inh	NPC1 promoter act	MBNL1-CUG inh	ELG1 genotox	Rab9 prom act	BRCA1 expr act	p53 reactivator	RORgamma inh	FLuc modulator	VP16 counter	CXXC DNA block
CCCCN(c1ccccc1)S(=O)(=O)c1ccc2c(c1)CCN2C(=O)CCC(=O)O	nt	1%	-10%	0%	-2%	0%	-6%	-33%	8%	-12%	6%
NC(=O)CSc1nnnn1CC(CC(=O)O)c1ccccc1 (configuration not stated)	0%	-5%	-7%	2%	-1%	44%	-12%	-7%	6%	-17%	-6%
Cc1cc(C)c(NC(=O)CC(=O)c2ccccc2)c(Cl)c1	12%	26%	2%	2%	?	-26%	13%	28%	-8%	-15%	-1%
Cc1ccc(C)c(S(=O)(=O)N2CCCC2CNC(=O)C(=O)NCCc2ccco2)c1 (configuration not stated)	-8%	-3%	nt	-16%	-9%	-23%	-7%	nt	0%	nt	nt
COc1ccc(Nc2cc(C)nc3ccccc23)cc1	nt	nt	9%	nt	nt	-34%	nt	-3%	4%	5%	3%
CCOC(=O)c1c(C)n(C)c2ccc(OC)c(NC(=O)CN3CCCCC3)c12	-7%	-3%	2%	-1%	11%	-8%	-2%	-11%	-1%	-8%	-2%
Cc1cc(-c2nc3ccccc3[nH]2)ccc1N	-14%	0.89µM*	nt	?	0.56µM*	0%	21%	?	4.3µM*	?	7%
CC(C)(CNS(=O)(=O)c1ccc(Cl)cc1)N1CCCCC1	1%	-5%	0%	1%	2%	2%	12%	-7%	8%	-8%	2%

From PubChem BioAssay

The list is partial; count on the stated rates, not on these rows.
